IDH1 mut inh: inhibitors of IDH1 R132H reductase, primary screen, biochemical, plate reader, single point | diaphorase/resazurin fluorescence, 60 min | inhibition, % at 10 µM | 70,000 tested, 0.18% active | AID 624101, 2012; in the data active = inhibition above about 34%;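 also: 0% = DMSO and 100% = no enzyme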
EZH2 inh: EZH2/PRC2 methyltransferase inhibitors, primary screen, biochemical, DELFIA time-resolved fluorescence, single point. Histone-lysine N-methyltransferase EZH2 (Homo sapiens), Q15910. AID 651548, 2012. 57,000 tested, 0.35% active. inhibition, % at 12.5 µM. PRC2 H3K27 methylation, DELFIA TRF, 1 h;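 active = mean inhibition of replicates at least 50% and every single replicate also reaching 50%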;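 also: dimethyl H3K27 on biotinylated H3 21-44 peptide detected by antibody; plate controls were median neutral control wells for no effect and median positive control wells for full effect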
Target sequence (Q15910 whole entry, looked up): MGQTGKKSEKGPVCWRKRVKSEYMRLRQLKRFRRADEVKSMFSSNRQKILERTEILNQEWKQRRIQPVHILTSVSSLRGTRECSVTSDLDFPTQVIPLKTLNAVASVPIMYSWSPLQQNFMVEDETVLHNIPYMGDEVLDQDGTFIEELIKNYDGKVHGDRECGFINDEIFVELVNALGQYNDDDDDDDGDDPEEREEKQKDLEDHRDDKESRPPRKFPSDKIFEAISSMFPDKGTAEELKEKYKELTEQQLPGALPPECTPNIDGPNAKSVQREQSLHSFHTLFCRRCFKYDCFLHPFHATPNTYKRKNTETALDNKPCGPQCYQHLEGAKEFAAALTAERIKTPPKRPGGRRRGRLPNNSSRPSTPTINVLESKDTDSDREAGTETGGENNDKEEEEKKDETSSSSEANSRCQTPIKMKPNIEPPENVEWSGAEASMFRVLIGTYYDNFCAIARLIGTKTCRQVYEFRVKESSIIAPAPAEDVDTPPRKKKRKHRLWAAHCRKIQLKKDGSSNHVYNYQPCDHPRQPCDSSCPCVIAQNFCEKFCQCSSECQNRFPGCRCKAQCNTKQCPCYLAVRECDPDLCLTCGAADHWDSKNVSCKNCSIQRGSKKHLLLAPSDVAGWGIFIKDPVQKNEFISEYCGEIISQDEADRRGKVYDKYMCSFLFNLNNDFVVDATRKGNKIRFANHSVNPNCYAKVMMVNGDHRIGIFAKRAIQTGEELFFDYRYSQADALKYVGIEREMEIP
Starred values were filed as active, the others as inactive; . = not tested or not shown; & = joins results of further samples. The list is partial; count on the stated rates, not on these rows.

structure,IDH1 mut inh,EZH2 inh
CCCCCCCCNC(=O)C(Cc1ccc(OCc2ccncc2)cc1)NC(=O)C1CCC(CN)CC1 (stereo unspecified),1.8,.
CCCN(C)C[C@@H]1Oc2cc(C#Cc3cccnc3)ccc2S(=O)(=O)N([C@@H](C)CO)C[C@H]1C,2.0,-7
O=c1[nH]c2cc([N+](=O)[O-])c([N+](=O)[O-])cc2[nH]c1=O,0.2&0.9,-14&-1
C[C@H]1CN([C@@H](C)CO)C(=O)c2cc(N(C)C)ccc2O[C@H]1CN(C)Cc1ccncc1,-0.6,9
COc1cccc(C#Cc2ccc3c(c2)O[C@@H](CN(C)C(=O)CN2CCOCC2)[C@@H](C)CN([C@H](C)CO)S3(=O)=O)c1,-5.8,2
Cc1ccc(S(=O)(=O)Nc2cccc3c2O[C@H](CN(C)Cc2ccccc2)[C@H](C)CN([C@H](C)CO)C3=O)cc1,.,-10
C[C@@H](NC(=O)C[C@@H]1C[C@@H]2c3cc(NS(C)(=O)=O)ccc3O[C@@H]2[C@H](CO)O1)c1ccccc1,-0.3,0
C[C@@H]1CCCCO[C@H](CN(C)Cc2ccc(C(F)(F)F)cc2)[C@@H](C)CN([C@@H](C)CO)C(=O)c2cc(NC(=O)NC3CCCCC3)ccc2O1,2.9,.
C[C@H](CO)N1C[C@H](C)[C@H](CN(C)Cc2ccc(C(F)(F)F)cc2)Oc2ccc(N(C)C)cc2CC1=O,-1.0,-3
CNc1nc(NC(C)C)nc(Oc2ccc(=O)[nH]n2)n1,0.0,0
COc1ccc(CNC(=O)C[C@@H]2C[C@H]3c4cc(NS(=O)(=O)c5ccc(F)cc5)ccc4O[C@H]3[C@@H](CO)O2)cc1,-0.2,-5
COc1ccc([N+](=O)[O-])cc1NC(=O)c1cc(-c2ccccn2)nc2ccc(C)cc12,-0.2,2
COc1cc2c(c(O)c1OC)C(=O)CC(c1ccc(O)cc1)O2 (stereo unspecified),0.2,11
COc1ccc(NC(=O)Nc2ccc3c(c2)CC(=O)N([C@@H](C)CO)C[C@H](C)[C@@H](CN(C)Cc2ccc(C(=O)Nc4ccccc4N)cc2)O3)cc1,.,-35
COc1ccccc1-c1cnc2c(c1)C(=O)N([C@H](C)CO)C[C@@H](C)[C@@H](CN(C)C(=O)CC1CC1)O2,-0.3,-3
CO[C@@H]1CN(C)C(=O)c2ccc(NS(=O)(=O)CC(F)(F)F)cc2OC[C@@H](C)N(C(=O)NC(C)C)C[C@H]1C,0.0,5
C[C@H]1CN([C@@H](C)CO)C(=O)c2cc(Br)cnc2O[C@@H]1CN(C)C(=O)Nc1ccc(F)cc1,-0.4,.
COc1cccc(C#Cc2ccc([C@H]3[C@@H](CO)N(C(=O)C4CCC4)[C@H]3C#N)cc2)c1,-0.4,.
COc1ccccc1-c1cn(CC[C@@H]2CC[C@H](NC(=O)C3CCOCC3)[C@H](CO)O2)nn1,0.0,7
C[C@H](CO)N1C[C@H](C)[C@@H](CN(C)Cc2ccc(-c3ccccc3)cc2)Oc2ccc(NS(C)(=O)=O)cc2C1=O,-2.9,.
COc1ccccc1NC(=O)N[C@@H]1CC[C@H](CC(=O)N2CCC(Cc3ccccc3)CC2)O[C@H]1CO,-0.1,1
C[C@H]1CN([C@@H](C)CO)C(=O)Cc2cc(NC(=O)C3CC3)ccc2O[C@@H]1CN(C)CC1CC1,0.2,6
CN=C(C)/C(C(=O)OC)=C(/O)c1ccc(Cl)cc1Cl,-0.7,-2
CO[C@H]1CN(C)C(=O)c2ccc(NC(C)=O)cc2OC[C@@H](C)N(C(=O)c2cnccn2)C[C@@H]1C,0.0,16
COc1cc([N+](=O)[O-])ccc1NC(=O)CSc1nc2c(c(C(F)(F)F)n1)CCCC2,-0.1,4
C[C@H](CO)N1C[C@H](C)[C@H](CN(C)Cc2ccncc2)Oc2ccc(NC(=O)Nc3ccc(C(F)(F)F)cc3)cc2CC1=O,-2.3,.
C[C@@H]1CN([C@H](C)CO)C(=O)CCCn2nncc2CO[C@@H]1CN(C)C(=O)Nc1ccc(N2CCCCC2)cc1,-2.2,3
C[C@H](CO)N1C[C@H](C)[C@H](CN(C)S(=O)(=O)c2ccc(C#N)cc2)Oc2ncc(C#CC(C)(C)O)cc2C1=O,-0.7,.
C[C@H](CO)N1C[C@H](C)[C@@H](CN(C)Cc2ccc(Cl)c(Cl)c2)Oc2c(NS(=O)(=O)c3ccccc3)cccc2C1=O,.,-15
O=C(N[C@H]1CC[C@@H](CCn2cc(Cc3ccccc3)nn2)O[C@H]1CO)c1ccccn1,-0.2,2

One compound at a time (already shown). Values in the order: IDH1 mut inh	EZH2 inh
Entry for `COc1ccccc1-c1cn(CC[C@@H]2CC[C@H](NC(=O)C3CCOCC3)[C@H](CO)O2)nn1` = 0.0	7
Entry for `CN=C(C)/C(C(=O)OC)=C(/O)c1ccc(Cl)cc1Cl` = -0.7	-2
Entry for `COc1ccccc1NC(=O)N[C@@H]1CC[C@H](CC(=O)N2CCC(Cc3ccccc3)CC2)O[C@H]1CO` = -0.1	1
Entry for `C[C@@H]1CN([C@H](C)CO)C(=O)CCCn2nncc2CO[C@@H]1CN(C)C(=O)Nc1ccc(N2CCCCC2)cc1` = -2.2	3
Entry for `COc1cc([N+](=O)[O-])ccc1NC(=O)CSc1nc2c(c(C(F)(F)F)n1)CCCC2` = -0.1	4

Later entries:
structure,IDH1 mut inh,EZH2 inh
C[C@@H]1CN([C@H](C)CO)S(=O)(=O)c2ccc(-c3cncnc3)cc2O[C@@H]1CN(C)C(=O)Cc1ccccc1,-0.7,4
Cc1c(NC(=O)CSc2nc3c(c(C(F)(F)F)n2)CCc2ccccc2-3)c(=O)n(-c2ccccc2)n1C,-0.3,20
Cc1noc(C)c1S(=O)(=O)Nc1ccc2c(c1)C(=O)N([C@@H](C)CO)C[C@H](C)[C@H](CN(C)Cc1ccc(C(=O)O)cc1)OCCCC[C@@H](C)O2,1.4,.
COc1ccccc1S(=O)(=O)N[C@@H]1CC[C@@H](CCNC(=O)C2CCOCC2)O[C@@H]1CO,0.3,-2
COc1ccc(S(=O)(=O)N(C)C[C@H]2Oc3ccc(NC(=O)Nc4ccc(C(F)(F)F)cc4)cc3C(=O)N([C@H](C)CO)C[C@H]2C)cc1,0.1,.
C[C@@H]1CN([C@H](C)CO)C(=O)c2cc(NC(=O)C3CC3)ccc2O[C@@H]1CN(C)Cc1ccc(-c2ccccc2)cc1,0.3,.
COc1cccc(-c2cnc3c(c2)C(=O)N([C@@H](C)CO)C[C@H](C)[C@@H](CN(C)C(=O)Nc2ccccc2F)O3)c1,0.4,-11
O=C(C[C@H]1CC[C@H](NC(=O)Nc2cccc(F)c2)[C@@H](CO)O1)NCC1CCCCC1,-0.2,2
C[C@H](NC(=O)C[C@@H]1C[C@H]2c3cc(NC(=O)C4CCOCC4)ccc3O[C@H]2[C@@H](CO)O1)c1ccccc1,0.2,1
C[C@@H]1CN([C@H](C)CO)C(=O)c2cc(Br)cnc2O[C@H]1CN(C)C(=O)C1CCC1,0.7,6
C[C@@H]1CCCCO[C@H](CN(C)S(=O)(=O)c2ccccc2)[C@@H](C)CN([C@@H](C)CO)C(=O)c2cc(NC(=O)Nc3cccc4ccccc34)ccc2O1,0.4,.
C[C@@H]1CCCCO[C@@H](CN(C)S(=O)(=O)c2ccccc2)[C@@H](C)CN([C@@H](C)CO)C(=O)c2cc(NS(=O)(=O)c3ccc(F)cc3)ccc2O1,2.0,.
O=C(OC(C(=O)NCc1ccccc1)c1ccco1)c1ccccc1 (stereo unspecified),.,4
CCCNC(=O)N(C)C[C@@H]1Oc2ncc(-c3ccccc3)cc2C(=O)N([C@H](C)CO)C[C@@H]1C,-0.7,.
Cn1cnc(S(=O)(=O)N[C@H]2CC[C@@H](CC(=O)Nc3ccccc3)O[C@H]2CO)c1,0.4,-6

Reprinted at random: two entries already listed.
structure,IDH1 mut inh,EZH2 inh
C[C@@H]1CN([C@H](C)CO)C(=O)c2cc(Br)cnc2O[C@H]1CN(C)C(=O)C1CCC1,0.7,6
COc1ccccc1S(=O)(=O)N[C@@H]1CC[C@@H](CCNC(=O)C2CCOCC2)O[C@@H]1CO,0.3,-2

Other compounds:
structure,IDH1 mut inh,EZH2 inh
Cn1cnc(S(=O)(=O)N[C@@H]2C=C[C@@H](CC(=O)NCC3CCCCC3)O[C@@H]2CO)c1,0.0,6
CO[C@@H]1CN(C)C(=O)c2cc(NS(=O)(=O)CC(F)(F)F)ccc2OC[C@H](C)N(Cc2ccccn2)C[C@@H]1C,-0.2,11
CC(C)NC(=O)N(C)C[C@H]1Oc2ncc(-c3ccccc3F)cc2C(=O)N([C@H](C)CO)C[C@@H]1C,0.1,-3
C[C@@H]1CN([C@H](C)CO)C(=O)c2cc(NS(=O)(=O)c3cccs3)ccc2O[C@@H](C)CCCCO[C@@H]1CN(C)Cc1ccc(C(=O)O)cc1,-6.3,.
C[C@@H]1CN([C@H](C)CO)C(=O)Cc2cc(NC(=O)CCC(F)(F)F)ccc2O[C@H]1CN(C)Cc1ccncc1,4.4,-9
C/C=C1/CN[C@H]2Cc3c([nH]c4ccccc34)C(=O)C[C@H]1C2C(=O)OC (stereo partly specified),-0.6,5
COc1ccc(NC(=O)CN(c2ccccc2Br)S(C)(=O)=O)cc1OC,0.0,15
O=C(C1=C[C@@H](c2csc3ccccc23)C[C@@H](OCc2ccc(CO)cc2)O1)N1CCN(Cc2ccc3c(c2)OCO3)CC1,.,26&-1
COCC(=O)N(C)C[C@H]1Oc2ncc(-c3ccccc3F)cc2C(=O)N([C@@H](C)CO)C[C@@H]1C,-6.3,-2
CCn1c(SCC(=O)Nc2cccc(C(F)(F)F)c2)nnc1-c1ccc(C)cc1,0.0,-17
Cc1noc(C)c1NC(=O)Nc1ccc2c(c1)C(=O)N([C@@H](C)CO)C[C@@H](C)[C@@H](CN(C)S(=O)(=O)c1ccccc1)OCCCC[C@H](C)O2,0.4,.
CO[C@@H]1CN(C)C(=O)c2ccc(NC(=O)C3CCC3)cc2OC[C@H](C)N(Cc2cccnc2)C[C@@H]1C,0.0,-3
COc1ccc(CN(C)C[C@H]2Oc3ccc(NS(=O)(=O)c4ccc(C)cc4)cc3C(=O)N([C@H](C)CO)C[C@H]2C)cc1,-3.0,11
COc1ccc(NC(=O)N(C)C[C@H]2OCCCC[C@@H](C)Oc3ccc(NC(=O)Nc4ccc5c(c4)OCO5)cc3C(=O)N([C@@H](C)CO)C[C@H]2C)cc1,-0.8,.
O=C(NCc1ccccc1)C1Sc2nnc(-c3ccccc3)n2NC1c1ccc(F)cc1 (stereo unspecified),1.7,6
Cc1noc(C)c1S(=O)(=O)Nc1cccc2c1O[C@H](CN(C)S(=O)(=O)c1cn(C)cn1)[C@H](C)CN([C@@H](C)CO)C2=O,0.9,.
COC(=O)CCCCCCC(=O)N/N=C/c1cccc(Br)c1,-0.4,10
C[C@@H]1CN([C@@H](C)CO)C(=O)Cc2cc(NC(=O)Nc3ccc4c(c3)OCO4)ccc2O[C@H]1CN(C)C(=O)Nc1ccccc1,3.2,.
CC(C)CC#Cc1ccc2c(c1)O[C@H](CN(C)S(=O)(=O)c1cccc(F)c1)[C@@H](C)CN([C@@H](C)CO)S2(=O)=O,-0.1,.
Cc1noc(C)c1NC(=O)Nc1ccc2c(c1)C(=O)N([C@H](C)CO)C[C@H](C)[C@@H](CN(C)C)OCCCC[C@H](C)O2,3.8,16
C[C@@H]1CN([C@@H](C)CO)C(=O)c2cc(NC(=O)Nc3ccc(C(F)(F)F)cc3)ccc2O[C@@H]1CN(C)C(=O)NC1CCCCC1,-7.7,.
COCC(=O)Nc1ccc2c(c1)OC[C@@H](C)N(Cc1cc(F)ccc1F)C[C@@H](C)[C@H](OC)CN(C)C2=O,0.0,-2
C[C@@H]1CCCCO[C@H](CN(C)C(=O)Nc2ccc(F)cc2)[C@H](C)CN([C@@H](C)CO)C(=O)c2cc(NC(=O)CCCN(C)C)ccc2O1,2.4,.
C[C@H]1CN([C@@H](C)CO)C(=O)Cc2cc(NC(=O)CCCCCC(=O)Nc3ccccc3N)ccc2O[C@H]1CN(C)Cc1ccc(Oc2ccccc2)cc1,.,-11
COc1cc(Cl)c(/C=N/NC(=O)c2ccccn2)c(Cl)c1OC,0.8,7
CCc1c(C)sc(NC(=O)c2cc(-c3cccnc3)nc3ccc(Cl)cc23)c1C(=O)N1CCOCC1,-0.1,1
C[C@@H]1CN([C@@H](C)CO)S(=O)(=O)c2ccc(-c3ccccc3)cc2O[C@H]1CN(C)Cc1cccnc1,66*,12
C[C@@H]1CCCCO[C@H](CN(C)S(C)(=O)=O)[C@@H](C)CN([C@H](C)CO)C(=O)c2cc(N(C)C)ccc2O1,.,18
CO[C@H]1CN(C)C(=O)c2ccc(NC(=O)Nc3ccccc3)cc2OC[C@@H](C)N(C(C)=O)C[C@@H]1C,-0.6,1
C[C@@H]1CN([C@@H](C)CO)C(=O)c2cc(-c3cncnc3)cnc2O[C@H]1CN(C)Cc1ccncc1,0.8,2
C[C@H]1CN([C@@H](C)CO)C(=O)Cc2cc(NC(=O)Nc3cccc4ccccc34)ccc2O[C@H]1CN(C)Cc1ccc2c(c1)OCO2,0.2,-1
NC(=O)CSc1nc2ccccc2n1Cc1ccccc1F,0.3,1
O=C(C[C@@H]1C=C[C@H](NC(=O)C2CC2)[C@H](CO)O1)NC1CCC1,0.3,4

Screening results: PubChem, Broad Institute
